Insulin prom inh – TRM-6 insulin promoter activity inhibition | inhibition, % at 2 µM | AID 1273 | TRM-6 cells (human fetal islet line), insulin promoter-eGFP reporter, imaging; reporter expression induced with tamoxifen | 0.9% of 130,000 active;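 active = inhibition above the mean plus 3 SD, with well images judged a real hit on visual review, cut at about 60% in these data, passing the limit was not always enough; inconclusive = inhibition over the cutoff but images rejected on review; inactive = inhibition not above the cutoff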
sdo1 growth – sdo1-depleted yeast growth rescue. S. cerevisiae sdo1-depleted JHY4D growth rescue, OD600 30 h; active compounds read high; pdr5 snq2 efflux-pump mutant strain. z-score at 10 µM. 0.21% of 140,000 active. AID 817;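 active = z-score above 3 at both the 24 hr and the 30 hr optical density reads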;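 also: z-score against mean and SD of all compound wells on the same plate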
sdo1 growth Rescue 24 h – further read-out of sdo1 growth, marked with its call; z-score; S. cerevisiae sdo1-depleted JHY4D growth rescue, OD600; measured here: growth rescue at 24 h;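 0 is the plate mean of compound wells and units are plate SD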
* hit, by the source's call; ? = inconclusive; . = no result given. Not all compounds are listed; the hit share may differ from the screen's.

SMILES	Insulin prom inh	sdo1 growth	sdo1 growth Rescue 24 h
COc1cccc(-n2c(=O)c3c(C)c(C(=O)N(C)C)sc3n(CC(=O)NCC3CCCO3)c2=O)c1 (stereo not given)	56.8	.	.
COc1ccc(CC(=S)N2CCOCC2)cc1F	30.8	1	1.67
Cc1ccc(S(=O)(=O)NCC(=O)N2CCOCC2)cc1	.	-0.39	-0.9
CC1CCCN(C(=O)CSc2nc3ccccc3o2)C1 (stereo not given)	-43.2	0.57	0.21
CCCn1nnnc1NCc1ccccc1OCc1cccs1	-9.3	-0.04	-0.56
CCn1cc(C(=O)NCCC2=CCCCC2)c(=O)c2cc(S(=O)(=O)N(C)C)ccc21	.	0.89	0.18
COc1cc(C(Nc2ccccn2)c2c(NC(=O)c3ccco3)sc(C)c2C)cc(OC)c1OC (stereo not given)	-28.0	-0.73	-0.3
CC(NC(=O)Nc1ccccc1)C(c1cccs1)N1CCOCC1 (stereo not given)	.	-0.24	-0.6
CCOc1ccccc1N1CCN(C(=O)c2cccc(-c3ccc(O)cc3)c2)CC1	-13.9	-1.9	-1.18
NC(=O)CSc1nccn1Cc1ccccc1	7.1	.	.
Cc1ccc(C)c2c1cc(C)c1nnc(SCC(=O)N3CCCc4ccccc43)n12	.	-0.9	-1.09
CN(C)C(=O)C1C2NC(=S)N(c3ccc(Cl)cc3)C1(C)Oc1ccc(Cl)cc12 (stereo not given)	-6.7	.	.

7 entries drawn at random from the list so far, as already listed:
SMILES	Insulin prom inh	sdo1 growth	sdo1 growth Rescue 24 h
CN(C)C(=O)C1C2NC(=S)N(c3ccc(Cl)cc3)C1(C)Oc1ccc(Cl)cc12 (stereo not given)	-6.7	.	.
CCOc1ccccc1N1CCN(C(=O)c2cccc(-c3ccc(O)cc3)c2)CC1	-13.9	-1.9	-1.18
CC1CCCN(C(=O)CSc2nc3ccccc3o2)C1 (stereo not given)	-43.2	0.57	0.21
CCCn1nnnc1NCc1ccccc1OCc1cccs1	-9.3	-0.04	-0.56
Cc1ccc(C)c2c1cc(C)c1nnc(SCC(=O)N3CCCc4ccccc43)n12	.	-0.9	-1.09
Cc1ccc(S(=O)(=O)NCC(=O)N2CCOCC2)cc1	.	-0.39	-0.9
NC(=O)CSc1nccn1Cc1ccccc1	7.1	.	.

Carrying on:
SMILES	Insulin prom inh	sdo1 growth	sdo1 growth Rescue 24 h
C=CCSc1nnc2nc3[nH]c4c(C)cccc4c3nn12	-23.3	0.02	0.43
O=C1NC(=Nc2ccc(Cl)cc2)/C(=C/c2ccco2)S1	-33.3	0.45	0.3
COc1ccc(C)cc1NC(=O)C(OC(=O)c1cc(C)oc1C)c1ccccc1 (stereo not given)	.	-0.65	-0.55
Cn1c(CN2CCOCC2)nnc1SCC(=O)Nc1nccs1	-16.7	0.82	0.31
COc1ccc(N2CCN(C(=O)c3ccncc3)CC2)cc1	0.0	1.29	1.44
CSCCC(NC=C1C(=O)OC(C)(C)OC1=O)C(=O)O (stereo not given)	.	0.56	-0.34
CCCCn1c(SCC(=O)NCc2ccco2)nnc1-c1ccco1	.	0.84	0.45
Cc1cnc(C(=O)OCC(=O)c2csc(N3CCCCC3)n2)cn1	-50.0	0.77	0.11
O=C(COC(=O)[C@@H]1CCCN1C(=O)c1cccs1)Nc1ccc(F)cc1[N+](=O)[O-]	13.3	.	.
COc1ccc(-n2cccc2C=O)cc1	9.7	0.75	-0.11
Cc1cc(C)c(S(=O)(=O)N2CCCOC2CNC(=O)C(=O)NCc2ccccn2)c(C)c1 (stereo not given)	-11.1	.	.
Cc1ccc(-c2noc(CCC(=O)Nc3cc(C)ccn3)n2)cc1	44.2	0.02	0.88

As a short view, part of the list above.
SMILES	Insulin prom inh	sdo1 growth	sdo1 growth Rescue 24 h
Cc1cnc(C(=O)OCC(=O)c2csc(N3CCCCC3)n2)cn1	-50.0	0.77	0.11
O=C(COC(=O)[C@@H]1CCCN1C(=O)c1cccs1)Nc1ccc(F)cc1[N+](=O)[O-]	13.3	.	.

(list continues)
SMILES	Insulin prom inh	sdo1 growth	sdo1 growth Rescue 24 h
CCCN(C(=O)Cn1ncc2c(=O)oc3ccccc3c21)c1cccc(C)c1	-51.4	-1.57	-1.4
CNc1nc(N2CCc3ccccc32)ncc1F	20.0	0.2	-0.23
O=C(Nc1ccc(S(=O)(=O)Nc2nccs2)cc1)C1CCCCC1	0.0	0.36	0.23
COc1ccc(S(=O)(=O)N2CCCC2C(=O)Nc2ccc(C(C)=O)cc2)cc1 (stereo not given)	?	-0.23	-1
O=c1[nH]c2ccc(Cl)cc2c(-c2ccccc2)c1SC(=S)N1CCCCC1	-34.4	-0.92	-0.15
CNC(=O)COc1ncnc2scc(-c3ccc(F)cc3)c12	28.6	.	.
CCOC(=O)CSc1nnc2n(C3CCCCC3)c(=O)c3c4c(sc3n12)CCCC4	11.1	-0.24	1.69
CCOC(=O)C(NC(=O)CC)(Nc1ccc(S(=O)(=O)Nc2cc(C)on2)cc1)C(F)(F)F (stereo not given)	.	0.48	-0.21
O=C1CC(SC2=NCCS2)C(=O)N1c1ccc(Cl)cc1 (stereo not given)	7.9	0.22	0.03
COc1ccc(N2C(=O)/C(=C\c3ccco3)N=C2SCC(=O)N(C(C)C)C(C)C)cc1Cl	25.0	0.63	1.29
OC1CCN(C(=S)NCCc2ccccc2)CC1	-3.6	0.24	-0.14
COc1cc(S(=O)(=O)N2CCCCC2)c(OC)cc1Br	-23.1	.	.
O=C(N/N=C/c1ccc([N+](=O)[O-])s1)c1cccc(Br)c1	-50.0	-1.45	-0.97
Nc1nnc(CSCc2ccc(Cl)cc2)s1	-64.3	1.03	-0.34
CS(=O)(=O)Nc1ccccc1C(=O)O	26.9	0.94	0.89
N#Cc1c(NC(=O)CSc2nc3c(c(C(F)(F)F)n2)CCc2ccccc2-3)sc2c1CCCC2	-25.0	-1.43	-0.5
COc1ccc(CNC(=O)C2CCN(S(=O)(=O)c3cccc4cccnc34)CC2)cc1	-15.0	0.76	0.79
CN(C(=O)CSc1nnc2ccccn12)c1c(N)n(Cc2ccccc2)c(=O)[nH]c1=O	-50.0	2.02	1.73
Cc1ccc(C(C(=O)NC2CCCC2)N(C(=O)Cc2cccs2)c2ccc(C)c(C)c2)o1 (stereo not given)	-7.7	-1.85	-0.81
CCCCn1c(CN2CCN(C)CC2)nc2ccccc21	.	0.55	0.02
c1ccc(OCc2nn3c(-c4ccncc4)nnc3s2)cc1	-61.4	-0.5	-1.1
N#C/C(=C\c1cccnc1)C(=O)NC1CCCCC1	-10.0	-0.63	-0.56
CCCC(=O)N1CCN(c2ccc(NC(=O)c3cccs3)cc2)CC1	40.0	.	.
COc1ccc(-n2c(COc3ccccc3)nnc2SCC(N)=O)cc1	-25.0	0.76	0.49
CCCc1nnc2n1N=C(c1ccc(-c3cc(Cl)ccc3Cl)o1)CS2	25.3	-1.72	-0.95
Cc1ccc(NC(=O)c2cn(-c3cccc(C)n3)cn2)cc1	-5.9	-0.28	0.65
C=CCNc1ncnc2c1[nH]c1ccc(C)cc12	?	0	-0.18
CC(=O)c1c(C)[nH]c(C(=O)NCCC2=CCCCC2)c1C	.	0.06	-0.07
N#CCCn1cc(/C=C/C(=O)O)c(-c2ccc(F)cc2)n1	14.3	.	.
CCN1CCN(c2cc(=O)n(-c3cc(Cl)ccc3C)c(=O)[nH]2)CC1	-100.0	0.33	0.03
COc1ccc(-c2n(CC(=O)OC3CC(C)CCC3C(C)C)c3ccccc3[n+]2C)cc1 (stereo not given)	-100.0	.	.
OCCN(Cc1ccccc1)C(=S)NC1CCCCC1	-33.3	.	.
Cc1cc(C)n(CC(=O)NCc2cc(-c3nn(C)c(=O)c4ccccc34)ccc2C)n1	-65.7	0.82	0.14
CN1C(=O)CSc2ccc(NC(=O)NCc3ccco3)cc21	17.4	0.45	0.91
COC(=O)c1ccc(COc2ccccc2/C=N/NS(=O)(=O)c2ccccc2)cc1	.	0.27	0.52
O=C(c1ccccc1)c1c[nH]c2cc3c(cc2c1=O)OCCO3	-62.1	-0.09	0.01
Cc1cccc(C)c1NC1=NC(C)(C)N=C(N)N1	.	0.43	-0.81
CCOC(=O)N1CCN(C(=O)c2cc(-n3cnnc3)ccc2Cl)CC1	13.8	0.17	-0.7
O=C(O)c1cccnc1SCc1cn2cc(Br)ccc2n1	33.3	.	.
CCn1c(Cc2ccccc2)nnc1SCc1cccc(C(=O)O)c1	40.5	0.69	0.5
COc1c(/C=N/Nc2ccc([N+](=O)[O-])cc2[N+](=O)[O-])c(C)nn1-c1ccccc1	17.9	2.79	5.67
CCN1CCN(C(=O)c2ccc(OC)c(S(=O)(=O)Nc3ccc(C)cc3)c2)CC1	40.0	.	.
COC(=O)c1ccc(COc2ccc(/C=C(\C#N)c3nc4ccccc4[nH]3)cc2OC)o1	12.9	-0.39	-0.12
COc1ccccc1C1NC(=O)NC(C)=C1C(=O)Nc1cccc(C)c1C (stereo not given)	.	0.76	0.52
O=C(Nc1ccccc1)N(CCCN1CCOCC1)Cc1cc2cc3c(cc2[nH]c1=O)OCCO3	50.0	0.18	-0.65
CC(/C=N/NC(=O)c1cc(-c2ccc(Cl)cc2)nc2ccccc12)=C\c1ccco1	-35.1	-0.4	-0.23
Cc1ccc(NC(=O)C(Cc2ccccc2)NC(=O)c2ccco2)cc1 (stereo not given)	-78.6	-0.52	0.13
Cc1ccc(S(=O)(=O)NCC2CCC(C(=O)NCCCOC(C)C)CC2)cc1 (stereo not given)	16.7	1.47	1
O=C(NC1CC1)c1ccc(F)cc1Cl	13.3	-0.18	-0.24
COc1cccc(CNc2ccc3c(c2)ncn3C(C)C)c1OC	.	1.16	1.93
COc1ccc(COn2c(=O)c(C)[n+]([O-])c3ccccc32)cc1OC	-86.5	-0.21	-0.32
O=C(C[n+]1cccc(NC(=O)c2ccccc2)c1)c1ccc(NC(=O)c2ccccc2)cc1	.	1.86	1.46
Cc1ccc(NC(=O)CSc2nnc(-c3cccnc3)n2-c2ccc(C)cc2)cc1	51.4	-0.52	-0.56
O=C(Nc1cc(Cl)ccc1Cl)c1ccc(OC(=O)c2ccco2)cc1	-67.9	-0.09	1.56
O=C(COc1ccccc1Cl)Nc1cnn(Cc2ccccc2)c1	31.0	-0.98	-1.2
COc1ccc(CCN(C(=O)C(F)(F)F)C(C(=O)NC2CCCCC2)c2cccs2)cc1 (stereo not given)	-38.2	-0.09	-0.74
O=C(O)c1oc2ccccc2c1-n1cccc1	28.9	1.61	2.24
O=C(CSc1nc2ccccc2c(=O)n1-c1ccccc1)N1CCCc2ccccc21	-29.4	-1.59	-1.83
COC(=O)c1cc(OC)c(OC)cc1NC(=S)N1CCN(Cc2ccccc2)CC1	.	0.06	-0.52
CCN(CC)C(=O)Cn1cc(C(=O)C(=O)NCCCn2ccnc2)c2ccccc21	23.1	.	.
Additional compounds follow:
SMILES	Insulin prom inh	sdo1 growth	sdo1 growth Rescue 24 h
Cc1nc2cc(Cl)ccc2n1-c1ccccc1	31.4	-0.69	-0.24
O=C(COC(=O)Cc1c[nH]c2ccccc12)NC1CCCCC1	9.5	.	.
Cc1nn(-c2ccccc2)c2[nH]c(C(F)(F)F)cc(=O)c12	21.4	-1.37	-1.81
Cc1c(C(=O)N2CCc3ccccc3C2)sc2nc(-c3ccccc3)cn12	-37.5	-1.83	-1.36
O=C(NOC(=O)c1cc(Br)ccc1Cl)c1cccs1	8.1	-0.2	-0.35
COc1cccc(Cn2c(Oc3cccc(C)c3)nc3c2c(=O)n(C)c(=O)n3C)c1	-66.7	-1.56	0.15
CCOC(=O)C1=C(C)C(c2ccc(OC)cc2)NC(=S)N1 (stereo not given)	20.0	0.27	-0.03
O=C(CCN1C(=O)c2ccccc2C1=O)Nc1ccc(S(=O)(=O)NC2=NCCCCC2)cc1	29.4	0.03	-1.33
COCCCNC(=O)C(=O)NC1CCCCCC1	.	1.04	1.07
CCOC(=O)C1=C(N)OC2=C(C(=O)CC(C)(C)C2)C1c1ccccc1OCC#N (stereo not given)	-50.0	-0.63	-0.86
N#Cc1c(-c2cccs2)cc(-c2ccccn2)nc1N	.	-0.69	-0.78
Cc1ccccc1Nc1nc(N)nc(CSCC(=O)Nc2cccc(Br)c2)n1	7.4	-0.44	-0.49

Three entries already listed, sorted by length of the SMILES, descending.
SMILES	Insulin prom inh	sdo1 growth	sdo1 growth Rescue 24 h
CCOC(=O)C(NC(=O)CC)(Nc1ccc(S(=O)(=O)Nc2cc(C)on2)cc1)C(F)(F)F (stereo not given)	.	0.48	-0.21
CCN1CCN(C(=O)c2ccc(OC)c(S(=O)(=O)Nc3ccc(C)cc3)c2)CC1	40.0	.	.
CNc1nc(N2CCc3ccccc32)ncc1F	20.0	0.2	-0.23

More records:
SMILES	Insulin prom inh	sdo1 growth	sdo1 growth Rescue 24 h
CCc1cc(=O)oc2cc(C)cc(O)c12	.	0.26	0.29
CC(=O)c1cc2c(cc1NC(=O)c1cnc(C)cn1)OCO2	21.2	0.87	0.66
Cc1cc(NCCCn2ccnc2)n2nc(C)c(-c3ccccc3)c2n1	73.3	0.86	0.31
NC(=O)C1CCN(C2CC(=O)N(c3ccc(F)c(Cl)c3)C2=O)CC1 (stereo not given)	-85.7	-0.02	0.69
COc1ccc(NC(=O)NC(C)c2ccncc2)cc1OC (stereo not given)	-31.5	0.08	-0.15
CN(Cc1ccccc1)C(=O)COC(=O)c1ccccc1Nc1ccccc1	.	-0.14	-0.2
CCOC(=O)C1=C(O)C(=O)N(c2ccc(S(N)(=O)=O)cc2)C1c1ccccc1 (stereo not given)	18.9	-0.65	-1.1
CSC1=C(C#N)C(CC(C)C)C2=C(CCCC2=O)N1 (stereo not given)	.	0.56	-0.42
CC(=O)Nc1ccc(NC(=S)NC(=O)c2ccc([N+](=O)[O-])cc2)cc1	21.1	0.35	0.7
